# Lipid storage S3 = qHTS Assay for Lipid Storage Modulators in Drosophila S3 Cells | Drosophila S3 cells, BODIPY lipid droplet fluorescence, 18-24 h; cells fed with added oleic acid | lipid storage change, negative = inhibition, % at the top dose, mostly 46.1 µM; hits show Potency in µM | 320,000 compounds, 0.64% hits; active means well fitted inhibition curve with a large enough effect in the signal ratio, with a control signal flat, not every such curve was filed as active; inconclusive means small, poorly fitted or top-dose-only effect, or effect the other way, or a change in a side signal; the % refers to the signal ratio
#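 Laser-scanning cytometry quantifies lipid droplet accumulation (500–530 nm total intensity; droplet/cell object ratio) in oleic acid-fed (400 uM added) Drosophila S3 cells treated with a concentration series. 20 uM Triacsin C defined 100% inhibition.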
# Lipid storage S3 cell count max = recorded beside Lipid storage S3, whose call it bears; cell number change, %; measured here: cell count max response;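 cells counted by Cell Tracker Red CMTPX staining in the red channel; peak over a dose series mostly up to 46.1 µM; percent activity relative to internal control wells on each plate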
# The depositor's hits bear a star; i = inactive; ? = inconclusive; / = no result given; [ ] = another dose, or the depositor's remark. On the % scale 0 is the no-effect control and ±100 the full control effect; potency means the concentration at half of the fitted maximal effect.
Lipid storage S3 cell count max,Lipid storage S3,canonical_smiles
/,?,CCOC(=O)C1CCN(C(=O)c2cccc(S(=O)(=O)N(C)C3CCCCC3)c2)CC1
/,?,COc1ccc(NC(=O)Cn2nnc(C(=O)Nc3ccccc3C)c2N)cc1
8,17%,O=c1[nH]c(SCc2ccccc2)nc2c1cnn2-c1ccc(F)cc1
/,?,Cc1c(NC(=O)C(C)OC(=O)c2cccc(S(=O)(=O)N(C)C)c2)c(=O)n(-c2ccccc2)n1C (stereo not given)
/,?,CCc1cccc(N(CC(=O)NC2CCCCC2)C(=O)c2csnn2)c1
/,?,COc1cccc(OC)c1OCCCCCCN1CCN(C)CC1
/,?,Cc1[nH]n(-c2ccccc2)c(=O)c1N=Nc1nccs1
/,?,CC(Oc1ccc(Br)cc1)C(=O)NCC(c1ccco1)N1CCCCC1 (stereo not given)
/,?,CNC(=O)CSc1nnc(-c2ccco2)n1-c1ccccc1
12,-26%,O=C(NC1CCN(S(=O)(=O)c2ccc(F)cc2)CC1)c1cccc(F)c1
/,?,COC(=O)CC/C(O)=C1/C(=N)CC(C)(C)CC1=O
/,?,COc1ccc(C(c2oc(CO)cc(=O)c2O)c2oc(CO)cc(=O)c2O)cc1
-6,0%,CCOc1ccccc1NS(=O)(=O)c1ccc2c(c1)n(C)c(=O)c(=O)n2C
/,?,COc1ccc(NC(=O)C2CCN(S(=O)(=O)c3c(C)noc3C)CC2)cc1
/,?,CCCN1C(=O)C(O)(c2c(C)[nH]c3ccccc23)c2ccccc21 (stereo not given)
-11,-2%,Cc1ccc2cccc(NC(=S)NC(=O)c3c(Br)cnn3C)c2n1
/,?,COc1ccc(OC)c(CNc2ncc(-c3cccc([N+](=O)[O-])c3)n2C)c1
/,?,Cc1cc(C)c2c3c(sc2n1)C(c1cccc(F)c1)C(C#N)=C(N)O3 (stereo not given)
/,?,Cc1cc(C(=O)NNC(=S)NC(C)c2ccccc2)c2ccccc2n1 (stereo not given)
/,?,COCCNC(=O)CN(C(=O)c1ccc(N2CCCC2)nc1)c1ccc(F)c(Cl)c1

# The results go on.
Lipid storage S3 cell count max,Lipid storage S3,canonical_smiles
/,7%,Cc1ccc(CNc2nnnn2C)cc1
/,?,Cc1c(C(=O)NNC(=S)Nc2cccc(Cl)c2)nnn1-c1ccccc1
/,?,Cc1cc(-c2[nH]nc3c2C(c2ccc(Cl)cc2)C(C#N)=C(N)O3)c(C)s1 (stereo not given)
/,?,O=C(NNS(=O)(=O)c1ccccc1[N+](=O)[O-])c1cc2ccccc2cc1O
-14,-7%,Cc1ccc(NC(=S)N/N=C2\CCCCC2C)cc1 (stereo not given)
3,-1%,COc1ccc(C(=O)OCCN2CCCCC2)cc1
-3,7%,Cc1ccc(-c2cc(C(=O)N3CCCc4ccccc43)no2)cc1
/,?,COC(CN(C)C(=O)C1CCCN(S(=O)(=O)c2ccc3c(c2)oc(=O)n3C)C1)OC (stereo not given)
-15,9%,C=CCn1cc(C(=O)NCC2CCCO2)c(=O)c2cc(S(=O)(=O)N3CCCCCC3)ccc21 (stereo not given)
-1,-7%,O=C(CCNc1n[nH]c(=O)[nH]c1=O)N/N=C/c1ccc(Cl)cc1
/,?,CCCCNC(=O)Nc1c(C)cc(SC#N)cc1C
/,?,Cc1cccc(Nc2ccc(S(=O)(=O)N3CCOCC3)cc2[N+](=O)[O-])c1
15,11%,C[C@@H]1NC(=O)/C(=C\c2ccccc2Br)NC1=O
5,i,CC(=O)c1ccc(OCc2cc(C(=O)N(C)Cc3nc4c(C)cccc4[nH]3)no2)cc1
/,?,CNC(=O)NC(=O)CSc1nnc(C(F)(F)F)n1C
/,?,Cc1cccc(N2CCN(C(=S)NCc3ccco3)CC2)c1C
-7,0%,COc1ccc(NC(=O)CSc2nc(C)c3c(c2C#N)CCCC3)cc1
/,?,CC1(C)C[C@@H]2C[C@@](C)(CN2C(=O)c2ccccc2)C1
12,27%,CCOc1ccc(CONS(=O)(=O)c2ccc(NC(C)=O)cc2)cc1Cl
/,10%,O=C(O)C1CCCCC1C(=O)Nc1ccccc1Cl (stereo not given)

# A draw from above in order of formula weight, low to high:
Lipid storage S3 cell count max,Lipid storage S3,canonical_smiles
/,7%,Cc1ccc(CNc2nnnn2C)cc1
-14,-7%,Cc1ccc(NC(=S)N/N=C2\CCCCC2C)cc1 (stereo not given)
/,?,Cc1c(C(=O)NNC(=S)Nc2cccc(Cl)c2)nnn1-c1ccccc1

# (continued)
Lipid storage S3 cell count max,Lipid storage S3,canonical_smiles
/,?,O=[n+]1cc(-c2ccc(F)cc2)n([O-])c2c1CCC2
14,-19%,Cc1cc(C)n(/N=C/c2cc([N+](=O)[O-])ccc2O)c(=O)c1
19,7%,COc1cc(CCCN2C(=S)NC[C@@H]2Cc2ccccc2)cc(OC)c1OC
7,i[0.0737 µM],Cc1nc2ccccn2c(=O)c1NC(=O)c1cccs1
23,-1%,O=C(NNC(=O)c1ccc2ccccc2c1O)Nc1ccc(F)cc1
/,?,Cc1noc(C)c1C(=O)OCC(=O)c1cc(C)n(Cc2ccccc2Cl)c1C
/,?,CCN(CC)S(=O)(=O)c1ccc(/C=C/C(=O)OCC(=O)Nc2ccc(C(N)=O)cc2)cc1
/,?,Cc1ccc(S(=O)(=O)Nc2ccc3ncccc3c2)cc1
/,?,CC(Sc1ccc(S(=O)(=O)N2CCOCC2)cc1[N+](=O)[O-])C(=O)O (stereo not given)
/,?,CCN1C(=O)[C@H]2[C@@H](c3ccc(-c4cccc(Cl)c4)c(OC)c3)N[C@@](C)(C(=O)OC)[C@H]2C1=O
/,?,O=C(CCl)Nc1ccc(S(=O)(=O)Nc2nccs2)cc1
24,13%,C=CCn1c(N(C)C)nc2c1c(=O)[nH]c(=O)n2C
/,?,COc1ccccc1-n1c(COc2ccccc2-c2ccccc2)nnc1SCC(=O)c1c(N)n(C)c(=O)n(C)c1=O
7,-10%,O=C(Cn1c(=O)oc2ccccc21)Nc1nnc(N2CCCCCC2)s1
/,i,O=C(Nc1ccc(Cl)cc1)NC1CCCC1Cc1ccco1 (stereo not given)
/,20%,Cc1ccc(-c2nn(-c3ccc(F)cc3)cc2C(=O)NCCCN2CCCC2=O)cc1
/,?,Cc1ccc(NS(=O)(=O)c2ccc3c(c2)CC(=O)N3)cc1Cl
5,18%,Cc1[nH]n(C)c(=O)c1[N+](=O)[O-]
/,i,CC1(C)C/C(=C(/C#N)C(N)=O)CCO1
/,?,CCN(CC(=O)Nc1c(F)cccc1F)C(=O)c1ccc(Sc2nncn2C)c([N+](=O)[O-])c1

# Further entries:
Lipid storage S3 cell count max,Lipid storage S3,canonical_smiles
/,?,COc1ccc(NC(=O)Cc2nnc(SCC(=O)Nc3cc(C)ccc3OC)n2C)cc1
/,?,Cc1cc(NC(=O)CSc2nnc(COc3cccc(C)c3C)n2C)no1
/,?,CCOc1ccc(C(=O)OC(C)CN2CCCCC2)cc1 (stereo not given)
/,?,Cc1ccc(NC(=O)Cn2nc(C)c3ccccc3c2=O)c(C)c1
/,?,NC(=O)c1ccc(C(F)(F)F)n(Cc2cccc(Cl)c2)c1=O
16,15%,COc1cccc(/C=N/n2c(SC)nnc2-c2ccccc2)c1OC
/,?,O=C(Nc1ccc(Cl)c(S(=O)(=O)Nc2ccccc2Cl)c1)c1cccs1
5,11%,COC(=O)c1ccc2c(=O)n(Cc3ccc4c(c3)OCO4)c(=S)[nH]c2c1
/,?,CCCc1ccc(C2C3=C(CC(C)(C)CC3=O)NC3=C2C(=O)c2ccccc23)cc1 (stereo not given)
/,?,Cc1cccc(-n2c(O)c(C=NC3CCS(=O)(=O)C3)c3ccccc3c2=O)c1C (stereo not given)
/,?,O=C(Cn1cnc2ccccc21)N/N=C/C(Br)=C/c1ccccc1
-14,0%,CC1=C(C)Cc2c(OC(=O)c3ccccc3)ccc(OC(=O)c3ccccc3)c2C1
/,?,CCc1ccc2c(c1)C1(NN=C(c3ccc(C)cc3)S1)C(=O)N2 (stereo not given)
/,?,Cc1noc(C)c1COc1ccc(C(=O)NCC(c2c(F)cccc2Cl)N(C)C)cc1 (stereo not given)
/,i[0.369 µM],O=C(CSc1nnc(CNC(=O)c2ccccc2)o1)Nc1nccs1
/,?,CCOC(=O)c1ccccc1NC(=O)c1cccc2c1C(=O)N(C1CCN(C(=O)OCC)CC1)C2
/,i,O=C(Nc1ccccc1Br)C1CCC(=O)N1Cc1ccccc1Cl (stereo not given)
/,?,COc1ccc(NC2CCCN(C(=O)c3csc(C)n3)C2)cc1 (stereo not given)
/,?,O=C1c2ccccc2C(=Nc2ccccc2)C1c1cccc(Br)c1 (stereo not given)
/,?,Cc1cc(N2CCOCC2)nc(SCC(=O)c2ccc(Cl)cc2)n1

# New compounds follow.
Lipid storage S3 cell count max,Lipid storage S3,canonical_smiles
/,?,O=C(NNc1ccc(-c2csnn2)cc1)c1cc(Cl)cc(Cl)c1
/,?,CN(C)C1(CNC(=O)C2CCN(S(=O)(=O)c3c(Cl)cccc3Cl)CC2)CCCCC1
/,?,CC(C)C[C@@H](COc1ccccc1)N1CCN(Cc2ccccc2)CCC1=O
/,?,NC(=O)C1CCN(C(=O)CCNS(=O)(=O)c2cc(Br)cnc2N)CC1
/,?,Cc1cc(C)n(CCC(=O)N=Nc2c(O)[nH]c3ccccc23)n1
/,?,Cc1nc(Nc2ccccc2)c2oc3ccc(Cl)cc3c2n1
/,?,Cc1ccc(S(=O)(=O)NCCc2nnc3ccc(SCC(=O)Nc4nc5ccccc5s4)nn23)cc1
/,?,COc1cc(OC)c(OC)cc1CN1CCN(Cc2ccc(SC)cc2)CC1
/,?,O=C(CSc1nc2ccccc2c(=O)[nH]1)N1CCCCCC1
/,?,CCC(C)n1cnc2c(c1=O)c1nc3ccccc3nc1n2Cc1ccc2c(c1)OCO2 (stereo not given)
-1,24%,COc1ccc2c(c1)N(S(=O)(=O)c1ccccc1)CCC2=O
/,?,CCNC(=O)NC(=O)COc1ccccc1C#N
-26,24%,Cc1csc(=N)n1-c1ccc(Cl)cc1
/,?,CCCCNC(=S)N1CCN(C(c2ccccc2)c2ccccc2)CC1
12,-10%,Cc1ccc(S(=O)(=O)N2CCOCC2)cc1C(=O)NC1CCCCCC1
/,?,CN(C)CCCNC(=O)c1cc(Br)ccc1Cl
17,-1%,Cc1cc(NC(=O)c2cc(-c3cccs3)on2)no1
/,?,O=C(c1cn(-c2ccccc2)nc1-c1ccccc1)n1nnc2ccccc21
/,?,COc1ccc(C(=O)NCC(=O)OCC(=O)Nc2c(C)n(C)n(-c3ccccc3)c2=O)cc1
/,?,COc1ccccc1N(C)S(=O)(=O)c1ccc(C(=O)OCC(N)=O)cc1

# Following part.
Lipid storage S3 cell count max,Lipid storage S3,canonical_smiles
-2,i,COC(=O)c1cc(NC(=O)CSc2nc(C)cc(=O)[nH]2)cc(C(=O)OC)c1
/,?,COc1cccc(CNC(=O)c2ccc(N3CCOCC3)c([N+](=O)[O-])c2)c1
/,?,NC(=O)CCS(=O)(=O)c1ccccc1
/,?,Cc1ccc2c(CC(=O)NNC(=O)c3ccccc3O)coc2c1
/,?,CN(CC(=O)NCc1ccc(Cl)cc1)S(=O)(=O)c1cccs1
-3,-11%,Cc1nn2c(nc1=O)NNC2(C)C(C)(C)C (stereo not given)
/,?,CC(=O)Nc1cc(NC(C)=O)cc(C(=O)OCC(=O)N(c2ccccc2)C2CCS(=O)(=O)C2)c1 (stereo not given)
2,i,O=C(O)c1ccc(-c2ccccc2C(F)(F)F)o1
-11,i,O=C(NCCCc1ccncc1)C1CCC(=O)N(Cc2cccc(C(F)(F)F)c2)C1 (stereo not given)
27,-15%,c1ccc(-c2[nH]ncc2-c2nc3ccccc3[nH]2)cc1
/,?,COc1ccc(NC(=O)c2sc(NC(=O)C3CC3)nc2C)cc1
/,?,NC(=O)CSc1nc(-c2ccccc2Cl)ns1
0,i,Cc1nc2ccccc2c(=O)n1NC(=O)c1c(O)c2ccccc2n(C)c1=O
/,i,CSc1ccccc1NC(=O)c1noc2c1CCC2
-17,-2%,CCCCOc1ccc(NC(=O)CN2CCN(C(=O)OCC)CC2)cc1
/,?,COc1cccc(NC(=O)COC(=O)/C=C/c2ccc(Cl)cc2Cl)c1
/,?,Cn1c(CCNC(=O)c2cc(COc3ccc(F)c(F)c3)on2)nc2ccccc21
6,i,CC(=O)Nc1ccc(S(=O)(=O)Oc2cccc(N3C(=O)C4CCCCC4C3=O)c2)cc1 (stereo not given)
/,?,O=C(O)c1ccccc1C(=O)OCc1ccccc1
/,i[0.0737 µM],Cc1cccc(NC(=O)c2ccc(S(=O)(=O)N3CCCCCC3)cc2)n1

# Quoted from above, five compounds:
Lipid storage S3 cell count max,Lipid storage S3,canonical_smiles
/,?,CC(=O)Nc1cc(NC(C)=O)cc(C(=O)OCC(=O)N(c2ccccc2)C2CCS(=O)(=O)C2)c1 (stereo not given)
2,i,O=C(O)c1ccc(-c2ccccc2C(F)(F)F)o1
-11,i,O=C(NCCCc1ccncc1)C1CCC(=O)N(Cc2cccc(C(F)(F)F)c2)C1 (stereo not given)
27,-15%,c1ccc(-c2[nH]ncc2-c2nc3ccccc3[nH]2)cc1
/,?,COc1ccc(NC(=O)c2sc(NC(=O)C3CC3)nc2C)cc1

# (list continues)
Lipid storage S3 cell count max,Lipid storage S3,canonical_smiles
/,?,Cn1c(SCC(=O)OCc2ccccc2)nnc1-c1ccco1
/,?,O=C(Nc1ccccc1Br)c1cc[n+]([O-])cc1
16,i,O=C(O)C(=O)Nc1ccc(NC(=O)C(c2ccccc2)c2ccccc2)cc1
-2,11%,CC(C)(C)OC(=O)N1CCOCCOCCN(C(=O)OC(C)(C)C)CCOCC1

# Bioassay records as filed in PubChem.

# Not all compounds are listed; the hit share may differ from the screen's.
